Platelet DG rel – modulates dense granule release in human platelets | 300,000 tested, 0.22% active | inhibition, %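 (compounds screened at 7.5 µM in platelet-rich plasma)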 | human platelet-rich plasma, SFLLRN dense granule ATP release, luminescence;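 active = mean replicate score, as percent of positive control, at or above 50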
PolyA inhibitor – inhibitors of polyadenylation in S. cerevisiae; S. cerevisiae SKY197-pL101 polyadenylation reporter, beta-gal luminescence; efflux-impaired pdr1/pdr3 knockout yeast; score 100 = 6 SD above DMSO; calls only at 12 µM; 300,000 tested, 0.02% active; AID 1875;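 active = lowest replicate activity score at least 50, where 100 means six control SD above control mean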;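 also: yeast exposed to compound for 9 h at 30 °C; higher score means more reporter readthrough which indicates perturbed polyadenylation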
HDAC3 inhib – blocks human histone deacetylase 3; inhibition, % at 8.3 µM; O15379; AID 2718; 320,000 tested, 0.15% active; recombinant HDAC3, fluorogenic peptide/trypsin coupled, fluorescence; in the data active = inhibition above about 26%, passing the limit was not always enough
Target sequence (O15379 whole entry, looked up): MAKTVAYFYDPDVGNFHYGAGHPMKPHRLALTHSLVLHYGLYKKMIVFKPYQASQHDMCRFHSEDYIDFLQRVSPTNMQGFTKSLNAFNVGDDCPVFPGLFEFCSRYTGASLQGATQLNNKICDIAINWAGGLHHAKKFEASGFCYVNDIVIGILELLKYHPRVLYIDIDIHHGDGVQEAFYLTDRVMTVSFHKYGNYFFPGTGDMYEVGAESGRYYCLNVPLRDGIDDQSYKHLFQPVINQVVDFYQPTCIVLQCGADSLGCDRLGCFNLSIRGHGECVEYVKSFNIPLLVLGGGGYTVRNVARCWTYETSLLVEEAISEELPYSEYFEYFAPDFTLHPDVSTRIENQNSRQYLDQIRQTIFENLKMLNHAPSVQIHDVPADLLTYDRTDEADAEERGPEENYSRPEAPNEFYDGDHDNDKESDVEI
AI-2 QS modul – Vibrio harveyi AI-2 quorum sensing modulation; Vibrio harveyi JMH597 AI-2 luminescence/OD600 ratio, 9 h; stronger effect = lower value; strain lacks LuxN and CqsS sensors; 0 = neutral-control median; activity change, % at 7.5 µM; 300,000 tested, 0.4% active; in the data active = activity change below about -75%, passing the limit was not always enough;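 also: luminescence divided by OD600 gain over 9 h not by final OD600 alone; inactives centre near 13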
HSP90 inh – blocks HSP90-mediated luciferase refolding in reticulocyte lysate. Rabbit reticulocyte lysate, luciferase refolding luminescence, 3 h. inhibition, % at 5.6 µM. 290,000 tested, 0.91% active. AID 1789;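 active = inhibition above the screen-wide mean plus 3 SD, computed separately per campaign, cut at about 16% in these data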;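 also: 0% = DMSO wells and 100% = 60 µM geldanamycin wells; inhibitors lower the luminescence because luciferase stays unfolded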
HSF-1 act – increases HSF-1 driven luciferase reporter signal; activation, % at 9 µM; 300,000 tested, 1.7% active; NIH3T3-HGL HSF-1 luciferase reporter, MG132, 8 h; 100% = twice DMSO control signal;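 active = mean replicate activation of at least 50% with a set share of replicates each reaching 50%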;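 also: 0% = median of the neutral control wells and 100% = twice that signal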
GSK3A inh – blocks human GSK-3 alpha kinase. P49840. ADP-Glo luminescence, 60 min. inhibition, % at 10 µM. 320,000 tested, 0.1% active;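 in the data active = inhibition above about 50%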;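 also: GST-tagged GSK-3 alpha with peptide substrate and 25 µM ATP; 0% = DMSO neutral wells and 100% = GW8510 positive control wells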
Target sequence (P49840 whole entry, looked up): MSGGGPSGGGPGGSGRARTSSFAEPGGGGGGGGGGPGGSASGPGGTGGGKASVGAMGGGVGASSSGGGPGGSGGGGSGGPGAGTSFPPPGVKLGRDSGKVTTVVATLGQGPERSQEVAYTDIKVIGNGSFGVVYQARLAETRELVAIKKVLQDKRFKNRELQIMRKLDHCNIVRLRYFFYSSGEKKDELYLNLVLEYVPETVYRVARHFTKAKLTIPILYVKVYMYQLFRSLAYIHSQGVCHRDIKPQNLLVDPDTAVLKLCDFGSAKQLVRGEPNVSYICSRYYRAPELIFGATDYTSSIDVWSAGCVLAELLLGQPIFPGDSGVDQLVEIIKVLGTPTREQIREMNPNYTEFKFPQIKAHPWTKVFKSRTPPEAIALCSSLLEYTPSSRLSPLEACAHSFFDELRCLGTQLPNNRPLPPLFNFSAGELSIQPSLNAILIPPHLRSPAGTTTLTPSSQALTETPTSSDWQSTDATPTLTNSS
Dyrk1A ADPGlo – Dyrk1A (rat) kinase inhibition; ADP-Glo luminescence, NFATc1 peptide; inhibition, % at 12.5 µM; 310,000 tested, 0.43% active; AID 504441; in the data active = inhibition above about 50%;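 also: plate controls were vehicle with enzyme for no effect and no enzyme for full effect; many of its hits are not listed in these tables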
GSK3B inh – human GSK3beta kinase inhibition; P49841; GST-GSK3beta kinase, ADP-Glo luminescence, 60 min; stronger effect = lower value; activity score (negative = inhibition), % at 10 µM; 300,000 tested, 0.038% active; AID 2097;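 active = more than half of replicate wells score below -50%, meaning over 50% inhibition versus plate controls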;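 also: 0% = median DMSO wells and -100% = median GW8510 positive control wells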
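Assay system: GST-tagged human GSK3beta kinase, cell-free; Input: 1.6 ng GSK3beta; Medium: Tris/MgCl2 kinase buffer; Timing: 60 min enzyme reaction, room temperature; Signal: ADP-Glo luminescence quantifying ADP generated by kinase; Evaluation: score relative to plate controls; Benchmarks: DMSO neutral wells and GW8510 at 20 µM as positive.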
HSF1 inh – HSF1 inhibition | 300,000 tested, 0.77% active | activity change, negative = inhibition, % at 7.5 µM (by protocol) | NIH3T3-HGL HSE-luciferase, MG132-induced, luminescence 8 h; stronger effect = lower value;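 active = more than half of replicate wells show activity change below -50%, luminescence cut by over half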;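 also: luciferase reports HSF-1 transcriptional activity via heat shock element; 0% = median of DMSO wells and -100% = zero luminescence signal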
Starred values were filed as active, the others as inactive; i = inactive; · = not tested or not shown. Some of the compounds tested. The share of hits here may be higher or lower than overall.

SMILES	Platelet DG rel	PolyA inhibitor	HDAC3 inhib	AI-2 QS modul	HSP90 inh	HSF-1 act	GSK3A inh	Dyrk1A ADPGlo	GSK3B inh	HSF1 inh
O=C(NCC(c1ccc(F)cc1)N1CCOCC1)c1cccc(Br)c1 (centres undefined)	1	i	2	5	4	-3	-1	·	0	0
CCc1nnc(NC(=O)CSc2ncnc3scc(-c4ccc(C)cc4)c23)s1	8	i	-13	-3	3	-7	-5	1	-2	-5
COc1cc(C2C3C(C)N(C)C(=O)N(C)C3N(C)C(=O)N2C)ccc1O (centres undefined)	4	i	-2	6	1	-2	-3	-2	1	-13
COC(=O)c1ccc(-n2nnnc2SCC(=O)NCc2cccc(C(=O)O)c2)cc1	-16	·	-4	35	0	·	5	-8	-2	·
COc1ccc(C)cc1NC(=O)NNC(=O)C(C)Oc1ccc(F)cc1Cl (centres undefined)	-7	i	4	19	20*	-3	0	2	1	9
C(/C=C/C=C/Nc1ccccc1)=Nc1ccccc1	10	i	5	3	-1	-13	-2	-1	3	1
Cc1nc2sc(C(c3ccc(Cl)cc3)N3CCN(CCO)CC3)c(O)n2n1 (centres undefined)	-1	i	-5	2	·	-12	-2	2	-3	4
O=C(Cn1nnc2ccccc21)NNC(=S)NC1CCCCC1	1	i	-2	14	-3	-73	-3	16	2	-65*
Cc1cc(=O)[nH]c(SCc2nnc(-c3ccccc3)o2)n1	0	i	3	-4	4	13	-3	2	7	2
COc1cc(-c2nc3ccccn3c2/N=C/c2ccccc2)ccc1O	5	i	-3	2	-2	-3	-5	2	-7	9
CCN(CC)c1cc(C)c2cc(NC(=O)c3ccc(Br)o3)ccc2n1	1	i	3	24	-1	2	1	9	-1	0
COc1cc(NC(=O)CN(c2cc(C)cc(C)c2)S(=O)(=O)c2c(C)[nH]c(=O)[nH]c2=O)cc(OC)c1	13	i	5	23	-1	7	-1	-7	-3	1
CC1CN(C(=O)CCC(=O)NCc2ccc(F)cc2)c2ccccc2S1 (centres undefined)	-2	i	1	24	-1	4	-2	-1	2	-3
COc1ccc(CNc2nc3nc(C)cc(C)n3n2)cc1	-2	i	-2	4	-2	19	1	-5	-1	-4
COc1ccc(NS(=O)(=O)c2cc(NC(=O)C3CC3)ccc2N2CCOCC2)cc1	-2	i	-4	4	-4	4	-1	·	0	2
O=C(NCCc1ccccc1)c1cccs1	-8	i	0	10	9	43	-2	-3	0	14
COC(=O)c1ccc(NC(=O)Nc2ccc3c(c2)nc(C)n3C)cc1	5	i	1	5	0	-24	-3	·	-23	-2
CC1CCCCC1NC(=O)CCNS(=O)(=O)c1cc(Br)cnc1N (centres undefined)	3	i	-3	15	-6	-2	1	-7	0	1
COc1cccc2c1Oc1ncccc1N(C(=O)CCC(=O)NCc1ccc(F)cc1)C2	-4	i	2	-2	6	-3	·	0	1	1
O=C(CCNS(=O)(=O)c1ccccc1)N1CCN(c2ccccc2)CC1	1	i	-12	31	-1	9	1	10	1	3
Cc1ccc(-c2nnc(SCC(=O)NNC(=O)COc3cccc4ccccc34)n2C)cc1	19	i	5	3	4	16	1	·	2	2
CCOC(=O)C(c1ccccc1)C(Nc1ccccc1)c1ccccn1 (centres undefined)	0	i	-7	13	6	19	-2	-1	3	9
CCOCc1nnc(NC(=O)c2ccc(OC)cc2)s1	3	i	-5	1	-3	12	1	4	-1	1
C=CCn1c(=S)[nH]c2sc3c(c2c1=O)CCCC3	-9	i	3	37	3	30	0	-7	1	3
NC(=O)CC(NC(=O)Cc1cccc2ccccc12)c1ccc(N2CCCCCCC2)c([N+](=O)[O-])c1 (centres undefined)	-9	·	17	32	0	0	-1	-12	-3	8

Two entries from above in a different format:
COc1cc(C2C3C(C)N(C)C(=O)N(C)C3N(C)C(=O)N2C)ccc1O (centres undefined)
  Platelet DG rel = 4; PolyA inhibitor = i; HDAC3 inhib = -2; AI-2 QS modul = 6; HSP90 inh = 1; HSF-1 act = -2; GSK3A inh = -3; Dyrk1A ADPGlo = -2; GSK3B inh = 1; HSF1 inh = -13

COC(=O)c1ccc(-n2nnnc2SCC(=O)NCc2cccc(C(=O)O)c2)cc1
  Platelet DG rel = -16; PolyA inhibitor = ·; HDAC3 inhib = -4; AI-2 QS modul = 35; HSP90 inh = 0; HSF-1 act = ·; GSK3A inh = 5; Dyrk1A ADPGlo = -8; GSK3B inh = -2; HSF1 inh = ·

More structures:
SMILES	Platelet DG rel	PolyA inhibitor	HDAC3 inhib	AI-2 QS modul	HSP90 inh	HSF-1 act	GSK3A inh	Dyrk1A ADPGlo	GSK3B inh	HSF1 inh
Cc1ccc(C(=O)Nc2ncccc2C)cc1S(=O)(=O)N1CCCCC1	-5	i	1	13	·	14	-2	-6	1	3
CCN(CC)C(=O)Cn1cc(S(=O)(=O)CC(=O)N2CCCCCC2)c2ccccc21	-5	i	1	10	2	8	-2	·	1	-5
OC(CN1CCN(c2ccc(F)cc2)CC1)c1ccc(Cl)cc1 (centres undefined)	-1	i	4	-12	-4	-8	-2	-1	1	-6
O=C(C1COc2ccccc2O1)N1CCn2c(nc3ccccc32)C1 (centres undefined)	7	i	6	33	-3	2	-5	0	0	1
COc1ccc(-n2nc3c(N4CCC(C(=O)N5CCCCCC5)CC4)nnc(C)c3c2C)cc1	8	i	-7	18	11	7	2	-4	3	7
CCOC(=O)C1(CC2CCCCO2)CCN(C(=O)NCc2ccccc2)CC1 (centres undefined)	2	i	-8	0	0	-2	-1	-3	0	7
N#Cc1c(N)nc(-c2ccccc2)nc1-c1ccccc1	-12	i	4	27	0	-2	-1	35	0	-8
CCn1ncc(Cl)c1C(=O)NC(=S)Nc1c(C)cc(C)cc1[N+](=O)[O-]	13	i	·	0	-1	9	·	16	1	-9
CC(C)C(=O)N1CCN(c2ccccc2NC(=O)COc2ccccc2)CC1	1	i	-3	41	1	-3	4	-1	2	-1
COC(=O)Cc1c(C)c2ccc(OCC(=O)c3ccc(OC)c(OC)c3)cc2oc1=O	-2	i	1	6	2	-10	-2	·	2	7
CCn1c(=O)cc(SCC(=O)Nc2cccc(C)n2)c2ccccc21	-2	i	2	16	3	22	-1	3	-5	8
O=C(Cc1ccccc1)Nc1ccccc1C(=O)O	1	i	-7	11	6	-10	-5	10	2	2
COc1cc2c(cc1OC)C1=NC(=O)CN1C(SCc1ccccc1C)=N2	7	i	-12	34	-4	-8	-1	-4	3	2
Cc1cccc(NC(=O)CCCN2C(=S)NC(C)(C)CC2C)c1C (centres undefined)	3	i	-4	15	-2	5	-4	3	1	-2
CC1CCCCC1NC(=O)COC(=O)Cc1ccc(Br)cc1 (centres undefined)	0	i	1	5	-5	-11	0	3	-4	-2
O=C(O)C1=CCCNC1	9	i	-8	-4	·	2	-1	7	3	0
Cc1ccc(C(=O)NCc2ccc3c(c2)OCO3)cc1S(=O)(=O)N1CCCCC1	1	i	4	5	2	17	-3	22	0	7
COc1ccc(OC)c(C(=O)c2coc3ccc(O)c(CN4CCOCC4)c23)c1	2	i	5	14	-1	10	1	2	-5	7
O=c1[nH]c(=O)n(-c2ccccc2)c2c1C(C(F)(F)F)(C(F)(F)F)N=C(CCC1CCCCC1)N2	-12	i	5	18	-1	24	0	-1	0	0
Oc1ccc(-c2nc3c4c(ncn3n2)-c2ccccc2CC42CCCC2)cc1	5	i	0	12	3	-10	-2	-3	2	-5
Cc1ccc(S(=O)(=O)N2CCCOC2CNC(=O)C(=O)NCCN2CCOCC2)cc1 (centres undefined)	-4	i	1	20	2	20	1	9	-1	-7
CC1CCCCC1NC(=O)CCS(=O)(=O)c1ccc2c(c1)NC(=O)CO2 (centres undefined)	-1	i	3	26	-3	-4	-8	-3	4	-8
c1ccc(-c2nc3cnccn3c2Nc2ccc3c(c2)OCCO3)cc1	0	i	9	-6	-4	14	0	1	1	2
CCOC(=O)N1CCN(C(=O)CSC2=NS(=O)(=O)c3cc(F)ccc3N2)CC1	3	i	4	-3	·	14	1	-9	4	0
CCC12CN3CC(CC)(CN(C1)C3c1ccc([N+](=O)[O-])o1)C2=O (centres undefined)	15	i	10	-3	-1	12	-2	3	-1	-1
SMILES	Platelet DG rel	PolyA inhibitor	HDAC3 inhib	AI-2 QS modul	HSP90 inh	HSF-1 act	GSK3A inh	Dyrk1A ADPGlo	GSK3B inh	HSF1 inh
C/C=C/c1ccc(OCC(=O)Nc2cc(S(=O)(=O)N3CCOCC3)ccc2N2CCCC2)c(OC)c1	0	i	8	17	·	20	-1	-5	-1	11
CC1CCCC(N2CCN(C(=O)c3ccccc3F)CC2)C1 (centres undefined)	-2	i	0	23	0	-1	2	-7	0	-1
O=S(=O)(CCN1C=CC(C(F)(F)F)=NCC1)c1ccc(Cl)cc1Cl	20	i	1	13	3	9	-2	·	-1	-7
CC1=NN(c2nc(-c3ccccc3)cs2)C(=O)C1N=Nc1ccccc1 (centres undefined)	-1	i	0	18	1	-46	2	5	1	-38
CCCn1c(=O)c(C#N)cn(C2CC2)c1=O	15	i	-1	45	4	2	-3	-1	-1	-2
CC1=CC2=NC(=O)/C(=C\c3ccc(-c4cccc(Cl)c4)o3)C(=N)N2O1	-7	i	-1	9	4	3	-3	-3	-6	-4
Cn1c(SCC(=O)O)nnc1C1CCCCC1	-7	i	-2	22	1	36	-2	-7	1	13
CCOc1ccccc1CNc1nnnn1C	3	i	-5	8	0	-3	-1	7	1	-4
COc1ccc(C(=O)OC(C)CN2CCN(C)CC2)cc1OC (centres undefined)	1	i	10	33	-1	-8	9	2	-3	-2
CC(C)C(=O)Nc1cccc(C(=O)Nc2ccc(S(=O)(=O)Nc3nccs3)cc2)c1	2	i	6	10	0	-25	-1	11	-3	-9
O=C(NCC1CCCO1)c1ccc(Cl)c(S(=O)(=O)N2CCOCC2)c1 (centres undefined)	17	i	3	-14	3	24	0	6	-9	0
O=C(O)COc1ccc2c(c1)CCCC2	-13	i	5	40	-2	-11	-3	-19	1	-5
Cc1cc(C)cc(N(C(=O)c2nsc(Cl)c2Cl)C(C(=O)NC2CCCC2)c2ccc(O)cc2)c1 (centres undefined)	-5	i	2	14	1	10	-5	0	0	8
C/C(=N\NC(=O)c1ccn[nH]1)c1cn(C)nc1C	-5	i	4	12	-4	46	14	1	-6	13
CCOc1ccc(C(=O)Nn2cnnc2)cc1OCC	2	i	-2	28	0	1	-3	-3	1	1
O=C(Nc1ccccc1)N1CCCN(Cc2c(F)cccc2Cl)CC1	10	i	-5	8	2	-8	-1	1	3	-8
CC(NCC(O)COc1ccc(Br)cc1)c1ccccc1 (centres undefined)	14	i	-1	16	-4	22	0	-1	-3	-2
COC(=O)CN(c1ccc2c(c1)OCO2)S(=O)(=O)c1c(C)[nH]c(=O)[nH]c1=O	-5	i	-2	-3	2	-29	-3	1	31	-5
Cc1nc(SCc2ccccc2)nc2c1CCC2	1	i	1	16	-1	·	-1	4	-3	·
CC(Nc1c[nH]c(=O)[nH]c1=O)c1ccccc1 (centres undefined)	-5	i	-2	20	-4	-14	-1	11	3	-6
c1ccc(Cn2cc(CSc3ccccc3)nn2)cc1	-3	i	2	-54	·	16	-1	6	1	30
Cc1ccc(Cn2ncc3c(N4CCOCC4)ncnc32)cc1	·	·	1	·	2	·	-1	2	·	·

Screening results: PubChem BioAssay, several laboratories
